Tau ThT inhib = tau fibrillization inhibition (ThT binding); P10636; recombinant tau K18 P301L (four-repeat tau fragment), heparin-induced fibrillization, ThT fluorescence; Potency, µM (doses to about 57.4 µM), inactives show at the top dose activity, negative = inhibition, hits mostly inhibitors; 270,000 tested, 2.1% active; AID 1460; note: % is set by controls: 0 for no effect and ±100 for the full control effect; nearly all actives have a fitted effect of over 55% in size
Target sequence (P10636 561-689 P618L limits assumed): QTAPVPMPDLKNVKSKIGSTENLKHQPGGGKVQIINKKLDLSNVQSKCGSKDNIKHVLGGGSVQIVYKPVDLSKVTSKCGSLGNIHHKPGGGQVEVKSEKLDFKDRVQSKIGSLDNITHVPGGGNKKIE
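K18 P301L tau (15 uM + 0.24 uM Alexa 594-tagged), heparin 20 uM, NaOAc pH 7, 6 h 37 C; ThT 30 uM, 1 h RT, ex 450/em 510 nm.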
SMN2 splice enh = increases expression of the SMN2 splice variant; HEK293 SMN2-luciferase splicing reporter, luminescence, 30-36 h; Potency, µM (top dose mostly 46.1 µM), inactives show at the highest dose activity change, positive = activation, most hits filed as activators; 210,000 tested, 2.8% active; note: % of control where 0% means no effect; nearly all actives have a fitted effect of over 55% in size
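HEK293 cells carry an SMN2 minigene-luciferase reporter in which exon 7 inclusion puts luciferase in frame. Cells were seeded at 2000 cells/well, attached for 10-12 hours, then exposed to compounds for 30-36 hours at 37C before ONE-Glo luminescence.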
* hit, by the source's call; ? = inconclusive; [ ] = another dose, or the depositor's remark. Calls come from the whole dose curve; as a rule, active = well fitted curve in the direction sought with a large enough effect; inconclusive = small, poorly fitted or top-dose-only effect, or another doubt; inactive = no such curve, though single readings can be large; an effect the other way counts as inactive or inconclusive. Potency is the fitted concentration of half-maximal effect.

SMILES	Tau ThT inhib	SMN2 splice enh
N#Cc1ccccc1Cn1c(=O)n(-c2ccccc2)c(=O)c2c3c(sc21)CCC3	-2.7%	-11.1%
Cc1c(CNCCc2ccc(S(N)(=O)=O)cc2)c(C(=O)O)c(C)n1Cc1ccc(Cl)cc1	1.5%	-4.1%
Cc1ccc(NC(=O)[C@H](Cc2ccccc2)N2Cc3ccccc3C2=O)cc1F	0.1%	-7.9%
CCOc1cc(C(=O)Nc2cc3c(cc2N2CCOCC2)n(C)c(=O)n3C)cc(OCC)c1OCC	-6.3%	6.7%
Cc1ccc(-c2nc3ncccc3o2)cc1NC(=O)c1ccccc1Br	?	-9.7%
CCn1cc(C(=O)N(C)Cc2ccccc2)c(=O)c2cc(S(=O)(=O)N3CCCCCC3)ccc21	-0.6%	-2.1%
COc1cccc(NC(=O)Cn2c(=O)n(-c3ccc(Cl)cc3)c(=O)c3sc4ccccc4c32)c1	11.2%	7.8%
CSc1ccc(Cn2nnc(C(=O)Nc3ccc(C)cc3Cl)c2N)cc1	11.7%	16.1%
CC(C)c1ccccc1NC(=O)Cn1cnc2c1c(=O)n(C)c(=O)n2C	-5.4%	-29.3%
Cc1ccc(CCNC(=O)c2cn(C)c3ccc(S(=O)(=O)N4CCCCC4)cc3c2=O)cc1	5.4%	-5.2%
Cc1ccccc1CN1C(=O)c2ccccc2S(=O)c2ccc(C(=O)N3CCOCC3)cc21 (stereo not drawn)	1.1%	-1.1%
COc1ccc(-c2cc(C(F)(F)F)nc(SCC(=O)NCc3ccc(F)cc3)n2)cc1	-2.1%	-8.6%
Cc1oc2ccc(O)c(CN3CCOCC3)c2c1C(=O)Nc1ccccc1	-2.4%	4.2%
COc1ccc(-c2nc(S(=O)(=O)c3ccc(C)cc3)c(N3CCCCC3)o2)cc1	?	-6.2%
CCOC(=O)c1[nH]c2c(c1Cc1ccccc1)C(=O)CC(c1ccc(OC)cc1)C2 (stereo not drawn)	-11.9%	-9.2%
CCCCN(C)CCCNC(=O)Cn1ncc2c3ccccc3n(Cc3cccc(Cl)c3)c2c1=O	-11.9%	6.5%
CCc1ccc2occ(CC(=O)Nc3sc4c(c3C(=O)NCCOC)CCCC4)c2c1	5.1%	11.3%
COc1ccccc1C(=O)Nc1ccc(S(=O)(=O)Nc2ncccn2)cc1	4.7%	3.4%
O=C(NCCC1=CCCCC1)c1ccc2c(c1)N(Cc1ccccc1)C(=O)c1ccccc1S2(=O)=O	-9.3%	11.6%
Cc1ccc2c(CC(=O)Nc3ccc(S(=O)(=O)N4CCCC(C)C4)cc3)coc2c1 (stereo not drawn)	12.8%	-8.9%
CC(C(=O)Nc1ccccc1C(F)(F)F)n1nnc2sc3c(c2c1=O)CCCC3 (stereo not drawn)	-11.1%	-1.9%
Cc1ccc2c(c1)C(C)(c1ccccc1)CC(C)(C)N2C(=O)c1ccc(F)cc1 (stereo not drawn)	-17.3%	-2.3%
CCOc1ccc(NC(=O)CSc2oc(-c3ccco3)nc2S(=O)(=O)c2ccccc2)cc1	-16.1%	-8.1%
CC1CN(c2ccc(Cl)cc2)c2nc3c(c(=O)n(CC(=O)O)c(=O)n3C)n2C1 (stereo not drawn)	-8.0%	-3.1%
Cc1ccc(C)c(NC(=O)CCOc2ccccc2)c1	-4.2%	-12.9%
CCn1cc(/C=C(\NC(=O)c2ccc(OC)cc2)C(=O)NCCCn2ccnc2)c2ccccc21	-5.1%	0.7%
COCCCn1c(=O)c2sccc2n2c(CCCC(=O)Nc3ccc(F)c(F)c3)nnc12	-3.8%	-2.9%
Cc1cc(C)c(Cn2c(CCNC(=O)c3ccco3)nc3ccccc32)c(C)c1	-14.7%	-13.0%
Fc1ccc(N2CCN(c3ncnc4onc(-c5ccc(Cl)cc5)c34)CC2)cc1	3.1%	?
Cc1ccc2c(c1)c(=O)c(C(=O)c1ccc3c(c1)OCO3)cn2Cc1ccc(Cl)cc1	?	3.0%
Cn1c(=O)c2sccc2n2c(CCCC(=O)Nc3ccc(F)cc3F)nnc12	-0.2%	2.2%
COc1cc(C2c3c(oc4ccccc4c3=O)C(=O)N2c2ccccn2)cc(OC)c1OC (stereo not drawn)	9.9%	3.0%
COc1ccc(NC(c2ccc(F)cc2)c2nnc(-c3ccccc3Cl)o2)cc1Cl (stereo not drawn)	-10.2%	-24.7%
COC(=O)c1c(C)oc2ccc(N(C(=O)c3ccncc3)S(=O)(=O)c3c(C)cc(C)cc3C)cc12	?	-37.5%[inhibitor]
COc1ccc(N2Cc3cccc(C(=O)Nc4ccc(C)c(C)c4)c3C2=O)cc1	11.2%	9.8%
COc1ccc(-c2cc(C(F)(F)F)nc(SCC(=O)N3CCCCC3)n2)cc1	3.7%	8.3%
Cc1ccc(NC(=O)c2sc3nc(-c4ccncc4)ccc3c2N)cc1	?	12.6%
CCOC(=O)c1c(NC(=O)CSc2cn(CCNC(=O)c3ccccc3OC)c3ccccc23)sc2c1CCC2	-1.0%	15.8%
Cc1ccc(C)c(N2CCN(C3(c4ccccc4)C(=O)c4ccccc4C3=O)CC2)c1	-6.0%	-7.7%
Cc1ccc(-c2nnc(SCc3ccccc3C)o2)cc1	-7.5%	?
CCOc1cc(C2c3c(oc4ccc(F)cc4c3=O)C(=O)N2Cc2ccc(C)cc2)ccc1O (stereo not drawn)	-1.6%	11.8%
Cc1ccc(Nc2cc(C(=O)NCc3cccs3)c3ccccc3n2)c(C)c1	-4.9%	-30.1%[inhibitor]
Cc1ccc(Cn2c(SCc3ccc(C(=O)NCCc4ccccc4)cc3)nc3ccncc32)cc1	-0.5%	-2.2%
CC1CCC(NC(=O)c2ccc3c(c2)N(Cc2ccccc2F)C(=O)c2ccccc2S3=O)CC1 (stereo not drawn)	?	25.2%
CCCN1CCN(CC2=C(C(=O)OCC)C(c3ccc(OC(C)C)cc3)NC(=O)N2)CC1 (stereo not drawn)	-6.0%	-0.1%
O=C1CN(C(=O)Cc2ccccc2)C(c2ccc(F)cc2)c2cc(Br)ccc2N1 (stereo not drawn)	-10.1%	8.2%
COc1ccc(C(=O)Nc2nc3c(s2)Cc2c(Br)ccc(OC)c2-3)cc1OC	?	-2.2%
CCOc1cccc(C(c2c(C)n(C)n(-c3ccccc3)c2=O)c2c(C)n(C)n(-c3ccccc3)c2=O)c1OC	-10.3%	-2.0%
Cn1c(=O)cc(SCC(=O)N2CCN(c3ccccc3F)CC2)c2ccccc21	?	-3.0%
CCCCNC(=O)CC1Nc2cc(C)c(C)cc2NC1=O (stereo not drawn)	?	-15.5%
Cc1cccc(NC(=O)c2oc3ccccc3c2NC(=O)c2cc(=O)c3cc(Cl)ccc3o2)c1	-15.5%	-2.0%
COc1ccc(-c2noc(CSc3nnc(-c4ccncc4)n3-c3ccc(C)cc3)n2)cc1	?	-22.2%
CCCN1C(=O)c2[nH]nc(-c3ccc(F)cc3)c2C1c1ccccn1 (stereo not drawn)	-0.9%	21.9%
COc1cccc(-c2nc(CS(=O)(=O)CC(=O)Nc3cc(F)ccc3F)c(C)o2)c1	-0.2%	-48.0%[inhibitor]
O=S(=O)(c1ccccc1)n1nc(-c2ccco2)nc1NCc1ccccc1	-2.3%	?
CCc1ccc(NC(=O)CC2C(=O)N(c3ccc(C)cc3)C(=O)N2C2CCCC2)cc1 (stereo not drawn)	-0.6%	18.7%
O=C(NCc1ccccc1)c1cc2sccc2n1Cc1ccc(F)cc1	9.8%	-22.6%
CCCCOc1ccc(C(=O)N(Cc2ccc(C(C)C)cc2)C2CCS(=O)(=O)C2)cc1 (stereo not drawn)	-9.9%	-14.3%
CCn1cc(C(=O)NCCN(CC(C)C)CC(C)C)c(=O)c2cc(S(=O)(=O)N(C)C3CCCCC3)ccc21	-2.3%	-5.6%
Cc1cccc(NC(=O)CSc2ncc(-c3ccccc3)[nH]2)c1C	-10.2%	11.6%

Next records follow.
SMILES	Tau ThT inhib	SMN2 splice enh
CCOC(=O)c1ccc(NC(=O)NCCOCCn2c(=O)oc3ccccc32)cc1	?	-43.2%[inhibitor]
CN1CCc2nc3sc(C(=O)Nc4ccccc4C(F)(F)F)c(N)c3cc2C1	?	-24.5%
O=C(Cn1c(SCc2ccccc2F)nc2ccncc21)Nc1ccccc1C(F)(F)F	0.3%	-0.3%
COc1ccc(OC)c(NC2=C(c3ccccc3)C(=O)c3ccccc32)c1	14.1µM*	-28.6%
CCOc1ccc(CC(=O)Nc2c(C(=O)c3ccc(C)cc3)oc3ccccc23)cc1OCC	4.2%	-1.0%
CCCSc1nc(-c2ccc(OC)cc2)cc(-c2ccccc2OC)c1C#N	22.4µM*	-9.4%
CCCC(=O)N(c1ccc2oc3c(c2c1)CCCC3)S(=O)(=O)c1ccc(CC)cc1	-14.5%	-6.8%
CCOc1ccc(NCc2nc3ccccc3n2CCOc2ccc(C)cc2)cc1	?	-41.6%[inhibitor]
Fc1ccc(Nc2c(-c3ccccn3)nc3ccc(Cl)cn23)cc1	-1.9%	-1.8%
CS(=O)(=O)N(CC(=O)NCCSCc1ccccc1)c1cc(C(F)(F)F)ccc1Cl	2.8%	11.4%
Cc1c(C(=O)OCCOc2ccccc2)[nH]c2c1C(=O)CC(c1ccccc1)C2 (stereo not drawn)	-4.7%	-18.8%
CCOC(=O)c1c(NC(=O)c2cc(-c3cccc(OC)c3)on2)sc2c1CCCC2	?	1.8%
CCc1ccccc1NC(=O)c1cn(C)c(=O)c2ccccc12	3.6%	5.7%
O=C(Cn1ncc2c3ccccc3n(Cc3ccc(Cl)cc3)c2c1=O)NCCC1=CCCCC1	0.7%	-1.1%
Cc1ccc(Cl)cc1NC(=O)N1CCC2(CC1)Oc1ccccc1C(=O)N2Cc1ccccc1F	-10.7%	3.3%

A second format for some results above:
> CS(=O)(=O)N(CC(=O)NCCSCc1ccccc1)c1cc(C(F)(F)F)ccc1Cl
  Tau ThT inhib: 2.8% | SMN2 splice enh: 11.4%

> Cc1c(C(=O)OCCOc2ccccc2)[nH]c2c1C(=O)CC(c1ccccc1)C2 (stereo not drawn)
  Tau ThT inhib: -4.7% | SMN2 splice enh: -18.8%

> CCOC(=O)c1c(NC(=O)c2cc(-c3cccc(OC)c3)on2)sc2c1CCCC2
  Tau ThT inhib: ? | SMN2 splice enh: 1.8%

> CCc1ccccc1NC(=O)c1cn(C)c(=O)c2ccccc12
  Tau ThT inhib: 3.6% | SMN2 splice enh: 5.7%

Next entries
SMILES	Tau ThT inhib	SMN2 splice enh
COc1cccc(N=C2SC(C(=O)Nc3cccc(Cl)c3)CC(=O)N2C)c1 (stereo not drawn)	1.0%	-16.3%
CCCCN(CC)C(=O)c1ccc2c(c1)NC(=O)c1ccccc1S2	-16.6%	-7.7%
COc1ccccc1NC(=O)CN1C(=O)C(c2ccc(F)cc2)=NC12CCCCC2	-0.9%	-22.8%
COc1ccc(OC)c(-c2cc(C(=O)Nc3cnn(Cc4ccc(Cl)cc4Cl)c3)no2)c1	6.7%	-2.7%
Cc1ccc2oc(=O)n(CCNC(=O)Nc3ccccc3C)c2c1	-5.8%	17.5%
O=C(NCCN1CCCCC1)c1ccc(Cn2c(SCc3cccc(F)c3)nc3cccnc32)cc1	3.3%	-17.7%
Cc1ccc(-c2nn(-c3ccc(F)cc3)c3c2cnc2cc(F)c(F)cc23)cc1	-2.4%	7.6%
CC(C)COC(=O)/C(C#N)=C\c1ccc(-c2ccccc2Cl)o1	?	-2.2%
Cc1ccc(Sc2c(C)nn(C(=O)COc3ccccc3)c2C)cc1	-4.3%	0.6%
COc1ccccc1Nc1c2c(nc3ccc(NC(=O)c4ccc(N(C)C)cc4)cc13)CCCC2	15.8µM*	-44.7%[inhibitor]
Cn1c(-c2cccc(Br)c2)cnc1NCc1cccc(F)c1	-23.1%	-20.5%
CCOC(=O)N1CCc2c(sc3c2c(=O)n(-c2ccc(Cl)cc2)c(=O)n3CC(=O)c2ccc(F)cc2)C1	5.7%	0.1%
Cc1cccc(Cn2c(=O)n(CCC(=O)NCc3ccc4c(c3)OCO4)c(=O)c3sccc32)c1	-0.5%	-12.7%
CCCCOc1ccc(C(=O)N(Cc2ccc(N(C)C)cc2)Cc2ccco2)cc1	?	13.0%
CCN(CC)S(=O)(=O)c1ccc2c(c1)c(=O)c(C(=O)N1CCN(c3cccc(Cl)c3)CC1)cn2C	-14.2%	-7.2%
Cc1ccc(C(=O)CC2(O)C(=O)N(Cc3ccccc3)c3ccccc32)c(C)c1 (stereo not drawn)	?	-20.6%
Cc1ccccc1C(=O)N(Cc1ccc(N(C)C)cc1)Cc1ccco1	?	2.7%
CCOC(=O)c1ccc(N2C(=O)c3n[nH]c(-c4ccco4)c3C2c2ccccc2OC)cc1 (stereo not drawn)	-5.5%	-1.2%
Cc1ccc(-n2c(=O)[nH]c3sc4c(c3c2=O)CCNC4)cc1C	-11.8%	-12.1%
CCc1ccccc1NC(=O)c1nc2nc(C)cc(C(F)F)n2n1	-4.6%	-0.1%
CC(NC(=O)CN1C(=O)COc2ccc(S(=O)(=O)N3CCCCCC3)cc21)c1ccccc1 (stereo not drawn)	0.5%	2.2%
COc1ccc(-c2nc(CSCC(=O)NCCc3ccccc3)c(C)o2)cc1	?	-57.0%[inhibitor]
CCc1cccc(CC)c1NC(=O)c1ccc2c(c1)CCN2S(=O)(=O)c1ccccc1	9.3%	-1.2%
O=C(c1cn(CCOc2ccccc2F)c2ccccc12)C1CCCCC1	-1.4%	10.4%

The list is partial; count on the stated rates, not on these rows.
